CCR6 antagonist = antagonists of human CCR6 receptor; P51684; CHO-K1 CCR6 PathHunter beta-arrestin, luminescence, CCL20-stimulated; inhibition, % at 20 µM; 0.49% of 340,000 active; AID 493098;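 active = compounds whose inhibition of the agonist-driven luminescence signal at 20 µM reaches about 50%, limit read from the data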;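 also: cells stimulated with CCL20 at 14 nM final; plate controls were DMSO with CCL20 for no effect and DMSO without agonist for full effect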
Target sequence (P51684 whole entry, looked up): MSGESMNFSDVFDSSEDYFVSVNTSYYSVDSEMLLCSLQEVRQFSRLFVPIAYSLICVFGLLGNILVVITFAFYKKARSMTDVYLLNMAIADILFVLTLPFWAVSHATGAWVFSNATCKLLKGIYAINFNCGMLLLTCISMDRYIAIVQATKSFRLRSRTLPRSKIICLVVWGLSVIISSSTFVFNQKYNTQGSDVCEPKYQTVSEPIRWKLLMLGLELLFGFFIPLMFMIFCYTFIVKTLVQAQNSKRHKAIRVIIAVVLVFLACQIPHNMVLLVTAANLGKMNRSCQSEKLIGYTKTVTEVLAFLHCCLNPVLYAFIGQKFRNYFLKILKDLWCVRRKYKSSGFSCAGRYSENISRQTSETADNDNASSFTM
APJ antagonist = APJ receptor antagonism. P35414. CHO-K1 APJ beta-arrestin complementation, luminescence. inhibition, % at 20 µM. 0.32% of 330,000 active;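 active = inhibition above about 40% at 20 µM, limit read from the data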;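 also: cells challenged with 10 nM apelin-13 agonist together with compound; plate controls were apelin-13 plus DMSO wells for no effect and DMSO wells lacking apelin-13 for full effect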
Gli-Sufu block = blocks Gli-Sufu signaling in a luciferase reporter; inhibition, % at 5 µM; AID 588413; 0.74% of 340,000 active; Sufu-KO-LIGHT fibroblasts, Gli luciferase reporter luminescence;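 active = inhibition above about 55%, limit read from the data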;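 also: 0% = DMSO-treated cells and 100% = wells with medium but no cells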
697 NFkB inh = inhibitors of the PMA/ionomycin-induced NF-kB reporter in 697 B cells; 697 B-cell NF-kB luciferase reporter, 16 h; 0.33% of 330,000 active; inhibition, % at 4 µM; AID 435022; in the data active = inhibition above about 35%
UBC13 inh = inhibitors of human UBC13 polyubiquitin chain formation | P61088 | TR-FRET | inhibition, % at 20 µM | 0.47% of 330,000 active | AID 485273; in the data active = inhibition above about 45%, passing the limit was not always enough; inconclusive = no clear call, values can overlap the other calls
Jurkat NFkB inh = lowers PMA/ionomycin-induced NF-kB signal in Jurkat cells | PMA/ionomycin-induced NF-kB luciferase reporter, luminescence | inhibition, % at 4 µM | 0.53% of 330,000 active; in the data active = inhibition above about 50%
EBI2 antag = antagonists of human EBI2 receptor; inhibition, % at 5 µM; 0.81% of 360,000 active; AID 651636; EBI2 beta-arrestin recruitment, luminescence, 7a,25-OHC stimulated; in the data active = inhibition above about 38%;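 also: enzyme fragment complementation signal reports receptor beta-arrestin coupling in cells; 0% = agonist plus DMSO wells and 100% = wells without agonist; some results beyond the cut were filed as inactive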
Target sequence (P32249 whole entry, looked up, the tested form may be a part): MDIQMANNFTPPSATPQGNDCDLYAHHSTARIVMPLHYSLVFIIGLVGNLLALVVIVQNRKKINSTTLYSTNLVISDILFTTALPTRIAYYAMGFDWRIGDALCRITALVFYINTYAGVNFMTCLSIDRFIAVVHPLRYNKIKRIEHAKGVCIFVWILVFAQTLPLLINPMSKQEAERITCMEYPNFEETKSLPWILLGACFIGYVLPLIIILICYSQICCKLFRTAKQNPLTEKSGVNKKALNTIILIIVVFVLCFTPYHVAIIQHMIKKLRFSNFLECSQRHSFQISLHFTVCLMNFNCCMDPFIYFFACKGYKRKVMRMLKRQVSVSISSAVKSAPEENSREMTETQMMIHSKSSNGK
CXCR6 block = CXCR6 (human) receptor inhibition | CHO-K1 PathHunter CXCR6 beta-arrestin, luminescence | inhibition, % at 20 µM | 0.36% of 360,000 active | AID 602244; in the data active = inhibition above about 34%, passing the limit was not always enough;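 also: antagonist mode with CXCL16 agonist at 10 nM final; 0% = 10 nM CXCL16 with DMSO and 100% = unstimulated wells without agonist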
Target sequence (O00574 whole entry, looked up): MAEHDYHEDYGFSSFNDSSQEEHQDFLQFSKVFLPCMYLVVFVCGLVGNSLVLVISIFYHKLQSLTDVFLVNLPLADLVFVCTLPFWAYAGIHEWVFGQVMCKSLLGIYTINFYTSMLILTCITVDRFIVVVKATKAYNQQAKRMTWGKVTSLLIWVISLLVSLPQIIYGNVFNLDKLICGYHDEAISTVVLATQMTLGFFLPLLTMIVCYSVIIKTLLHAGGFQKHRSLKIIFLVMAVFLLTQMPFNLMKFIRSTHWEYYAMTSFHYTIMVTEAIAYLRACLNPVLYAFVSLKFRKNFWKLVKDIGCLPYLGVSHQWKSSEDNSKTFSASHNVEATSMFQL
* marks the source's active call; other numbers are inactive results.

Screening Cn1cccc1C(=O)/C(C#N)=C/c1ccc(F)cc1 returned CCR6 antagonist -2, APJ antagonist 0, Gli-Sufu block -12, 697 NFkB inh -2, UBC13 inh 0, Jurkat NFkB inh -2, EBI2 antag 6 and CXCR6 block -1.
`COc1ccnc(Oc2ccc(F)cc2)c1C(=O)N/C=N/OCc1ccc(Cl)cc1Cl` gave CCR6 antagonist 9, APJ antagonist -14, Gli-Sufu block -10, 697 NFkB inh -30, UBC13 inh 18, Jurkat NFkB inh -10, EBI2 antag 28 and CXCR6 block 4.
N#Cc1c(NC(=O)c2cc(-n3cnnc3)ccc2Cl)sc2c1CCCC2 was read as CCR6 antagonist 8, APJ antagonist -5, Gli-Sufu block 2, 697 NFkB inh -8, UBC13 inh -1, Jurkat NFkB inh 4, EBI2 antag 4 and CXCR6 block 4.
For CCOc1ccc(N(CC(=O)N2CC=C(c3ccccc3)CC2)S(=O)(=O)c2c(C)noc2C)cc1 the results were CCR6 antagonist 9, APJ antagonist 7, Gli-Sufu block 8, 697 NFkB inh 9, UBC13 inh 8, Jurkat NFkB inh 9, EBI2 antag 10 and CXCR6 block 6.
N#Cc1ccc(NC(=S)NCCN2CCOCC2)cc1 was read as CCR6 antagonist -6, APJ antagonist 0, Gli-Sufu block -10, 697 NFkB inh -3, UBC13 inh 21, Jurkat NFkB inh 4, EBI2 antag 5 and CXCR6 block -11.
For CCCCC(=O)Nc1ccc(C(=O)NNC(=S)NC(=O)c2cccs2)cc1 the results were CCR6 antagonist 6, APJ antagonist 24, Gli-Sufu block -4, 697 NFkB inh 8, UBC13 inh -1, Jurkat NFkB inh 7, EBI2 antag -21 and CXCR6 block 18.
Screening Cc1c(C(=O)NNC(=S)NCc2ccc(Cl)cc2)oc2ccccc12 returned CCR6 antagonist 14, APJ antagonist -2, Gli-Sufu block -28, 697 NFkB inh 6, UBC13 inh -13, Jurkat NFkB inh -11, EBI2 antag -6 and CXCR6 block 6.
`CCOCCCNCc1cccc(OCc2ccc(F)cc2)c1` gave CCR6 antagonist 0, APJ antagonist 8, Gli-Sufu block 20, 697 NFkB inh 14, UBC13 inh 14, Jurkat NFkB inh 11, EBI2 antag -13 and CXCR6 block -8.
CSc1ccc(C(C(C(=O)c2cccs2)N2CCOCC2)N2CCOCC2)cc1 (stereo unspecified) was read as CCR6 antagonist -5, APJ antagonist 6, Gli-Sufu block 3, 697 NFkB inh -10, UBC13 inh 0, Jurkat NFkB inh -40, EBI2 antag 7 and CXCR6 block 6.
Screening N#Cc1ccc(NC(=O)COC(=O)CNC(=O)C2CCCCC2)cc1 returned CCR6 antagonist 4, APJ antagonist 20, Gli-Sufu block 2, 697 NFkB inh -2, UBC13 inh 2, Jurkat NFkB inh 3, EBI2 antag -2 and CXCR6 block 5.
COc1ccccc1CNC(=O)C1CCCN(S(=O)(=O)c2cccc3cccnc23)C1 (stereo unspecified) was read as CCR6 antagonist 7, APJ antagonist 6, Gli-Sufu block -2, 697 NFkB inh -8, UBC13 inh 5, Jurkat NFkB inh 0, EBI2 antag -1 and CXCR6 block 0.
For Cc1nn(-c2cccc(Cl)c2)c2nc(-c3ccco3)cc(C(=O)O)c12 the results were CCR6 antagonist 17, APJ antagonist 4, Gli-Sufu block -9, 697 NFkB inh 8, UBC13 inh 1, Jurkat NFkB inh -7, EBI2 antag 2 and CXCR6 block -7.
COc1ccccc1NC(=O)c1cc(-c2ccc(C)o2)nc2ccccc12 was read as CCR6 antagonist 11, APJ antagonist 17, Gli-Sufu block -5, 697 NFkB inh 1, UBC13 inh 5, Jurkat NFkB inh 17, EBI2 antag -2 and CXCR6 block 9.
Screening COc1ccc(N2CCN(C(=O)CCCn3c(=S)[nH]c4cc5c(cc4c3=O)OCO5)CC2)cc1 returned CCR6 antagonist -28, APJ antagonist -2, Gli-Sufu block -19, 697 NFkB inh -11, UBC13 inh -7, Jurkat NFkB inh 0, EBI2 antag 0 and CXCR6 block -2.
`COc1cccc(/C=C/C(=O)OCC(=O)NC(=O)NC2CCCCC2)c1` gave CCR6 antagonist 13, APJ antagonist 15, Gli-Sufu block 5, 697 NFkB inh 18, UBC13 inh 5, Jurkat NFkB inh 8, EBI2 antag 4 and CXCR6 block 1.
`Cc1noc(NS(=O)(=O)c2ccc(N/C=C/C(=O)c3ccc(F)cc3)cc2)c1C` gave CCR6 antagonist 11, APJ antagonist 3, Gli-Sufu block -4, 697 NFkB inh 10, UBC13 inh -8, Jurkat NFkB inh -3, EBI2 antag -2 and CXCR6 block 8.
Screening COc1ccc(NC(=O)CN(c2ccc([N+](=O)[O-])cc2)S(=O)(=O)c2ccccc2)c(OC)c1 returned CCR6 antagonist 15, APJ antagonist 3, Gli-Sufu block 12, 697 NFkB inh 20, UBC13 inh 1, Jurkat NFkB inh -13, EBI2 antag 18 and CXCR6 block -6.
Screening OC1(c2ccccc2)Cc2cccc[n+]2C1c1ccccc1 (stereo unspecified) returned CCR6 antagonist 8, APJ antagonist 3, Gli-Sufu block -1, 697 NFkB inh -2, UBC13 inh -7, Jurkat NFkB inh -15, EBI2 antag -6 and CXCR6 block -13.
Screening NS(=O)(=O)c1ccc(CNC(=O)c2cc(=O)[nH]c3ccccc23)cc1 returned CCR6 antagonist 19, APJ antagonist -9, Gli-Sufu block -1, 697 NFkB inh 7, UBC13 inh 8, Jurkat NFkB inh -11, EBI2 antag 1 and CXCR6 block 7.
Screening COc1ccc(NS(=O)(=O)c2cc(NC(=O)Cc3c(F)cccc3Cl)ccc2OC)cc1 returned CCR6 antagonist -1, APJ antagonist -15, Gli-Sufu block 8, 697 NFkB inh 11, UBC13 inh -4, Jurkat NFkB inh 2, EBI2 antag 4 and CXCR6 block -4.
CN(CCC#N)C(=O)c1cc2c(s1)-c1ccccc1SC2 was read as CCR6 antagonist 8, APJ antagonist 2, Gli-Sufu block -49, 697 NFkB inh -36, UBC13 inh 19, Jurkat NFkB inh -36, EBI2 antag -1 and CXCR6 block 0.
`O=C(NCc1ccccc1)C1CCN(C(=O)Cc2ccccc2)CC1` gave CCR6 antagonist 4, APJ antagonist 10, Gli-Sufu block -5, 697 NFkB inh 9, UBC13 inh 1, Jurkat NFkB inh -2, EBI2 antag -1 and CXCR6 block -9.
O=C(COC(=O)c1c(F)cccc1Cl)NCC1CCCCC1 was read as CCR6 antagonist 14, APJ antagonist 10, Gli-Sufu block -3, 697 NFkB inh 7, UBC13 inh -3, Jurkat NFkB inh -14, EBI2 antag 8 and CXCR6 block 0.
For COc1ccc(-c2noc(CCCC(=O)NC3CCCCC3)n2)cc1OC the results were CCR6 antagonist 16, APJ antagonist 6, Gli-Sufu block -2, 697 NFkB inh 9, UBC13 inh 0, Jurkat NFkB inh -6, EBI2 antag -2 and CXCR6 block -2.
`O=C(O)C(Cc1ccccc1)N=Cc1c(O)c2ccccc2oc1=O` (stereo unspecified) gave CCR6 antagonist 9, APJ antagonist 2, Gli-Sufu block -4, 697 NFkB inh 20, UBC13 inh -2, Jurkat NFkB inh 4, EBI2 antag -9 and CXCR6 block 9.
For Cc1c(C(=O)O)oc2ccc(S(=O)(=O)N3CCCC3)cc12 the results were CCR6 antagonist 13, APJ antagonist -25, Gli-Sufu block 40, 697 NFkB inh -2, UBC13 inh -2, Jurkat NFkB inh -5, EBI2 antag -9 and CXCR6 block -7.
CC1CCN(S(=O)(=O)c2ccc(S(=O)(=O)NCc3cccnc3)cc2)CC1 was read as CCR6 antagonist -5, APJ antagonist 9, Gli-Sufu block 2, 697 NFkB inh -10, UBC13 inh 1, Jurkat NFkB inh 20, EBI2 antag 10 and CXCR6 block 6.
`CC(C)c1nnc(NC(=O)CSc2nnc(NC(=O)c3c(F)cccc3F)s2)s1` gave CCR6 antagonist 7, APJ antagonist -33, Gli-Sufu block -1, 697 NFkB inh -4, UBC13 inh -1, Jurkat NFkB inh -4, EBI2 antag -9 and CXCR6 block -2.
Screening CCC(C)[C@H](NC(=O)NCc1ccc(F)cc1)C(=O)O (stereo partly specified) returned CCR6 antagonist -10, APJ antagonist -2, Gli-Sufu block -2, 697 NFkB inh 16, UBC13 inh -6, Jurkat NFkB inh -4, EBI2 antag 7 and CXCR6 block -10.
`Cc1ccc(Nc2ncnc(N)n2)cc1` gave CCR6 antagonist 0, APJ antagonist -6, Gli-Sufu block -22, 697 NFkB inh 25, UBC13 inh 10, Jurkat NFkB inh -14, EBI2 antag 3 and CXCR6 block 9.
For O=C(CNC(=O)/C(=C\c1ccc(F)cc1)NC(=O)c1ccccc1)OCc1ccccc1 the results were CCR6 antagonist -18, APJ antagonist 32, Gli-Sufu block 4, 697 NFkB inh 15, UBC13 inh -3, Jurkat NFkB inh -8, EBI2 antag 0 and CXCR6 block -4.
`CC[C@H](C)[C@H](NC(N)=O)C(=O)Nc1ccc2c(c1)OCO2` gave CCR6 antagonist -6, APJ antagonist 15, Gli-Sufu block -12, 697 NFkB inh 10, UBC13 inh -4, Jurkat NFkB inh -18, EBI2 antag -4 and CXCR6 block 8.
For COc1ccc(OC)c(NC(=O)COC(=O)/C=C/c2c(C)nn(C3CCS(=O)(=O)C3)c2Cl)c1 (stereo unspecified) the results were CCR6 antagonist 2, APJ antagonist -10, Gli-Sufu block 3, 697 NFkB inh -54, UBC13 inh inconclusive, Jurkat NFkB inh -2, EBI2 antag 3 and CXCR6 block -3.
For O=C(O)C1CCCCC1C(=O)Nc1cc(Cl)ccc1Cl (stereo unspecified) the results were CCR6 antagonist 5, APJ antagonist 4, Gli-Sufu block 3, 697 NFkB inh 2, UBC13 inh 1 and Jurkat NFkB inh -2.
Screening Cc1ccc(CNC(=O)CSc2nc(C)cs2)cc1 returned CCR6 antagonist -3, APJ antagonist 19, Gli-Sufu block -10, 697 NFkB inh -11, UBC13 inh -12, Jurkat NFkB inh 6, EBI2 antag 0 and CXCR6 block -6.
`CCOC(=O)C(=CNc1ccc(Oc2cccnc2)nc1)C(=O)OCC` gave CCR6 antagonist -7, APJ antagonist -6, Gli-Sufu block 8, 697 NFkB inh 16, UBC13 inh -2, Jurkat NFkB inh 6, EBI2 antag 5 and CXCR6 block 6.
`COc1ccc(S(=O)(=O)N2CCOC2CNC(=O)C(=O)NCCCc2ccccc2)cc1` (stereo unspecified) gave CCR6 antagonist 8, APJ antagonist -3, Gli-Sufu block 13, 697 NFkB inh 1, UBC13 inh 0, Jurkat NFkB inh 1, EBI2 antag -1 and CXCR6 block 7.
Cc1ccc(-c2cc(C(F)(F)F)n3ncc(C(=O)NCc4ccco4)c3n2)cc1 was read as CCR6 antagonist 13, APJ antagonist 20, Gli-Sufu block 9, 697 NFkB inh -1, UBC13 inh 1, Jurkat NFkB inh -1, EBI2 antag 17 and CXCR6 block 11.
Screening Cc1cccc(C(=O)NCc2nnc(SCC(=O)NC3=NCCS3)n2C)c1 returned CCR6 antagonist 4, APJ antagonist -6, Gli-Sufu block 37, 697 NFkB inh 7, UBC13 inh 3, Jurkat NFkB inh -14, EBI2 antag -7 and CXCR6 block 1.
For CCc1ccc(OCC(=O)NNC(=O)c2cnccn2)c(Br)c1 the results were CCR6 antagonist 3, APJ antagonist -2, Gli-Sufu block 1, 697 NFkB inh 9, UBC13 inh 53*, Jurkat NFkB inh 10, EBI2 antag 3 and CXCR6 block 1.
Screening COc1ccc(CCC(=O)OCC(=O)Nc2sccc2C(N)=O)cc1OC returned CCR6 antagonist -9, APJ antagonist 1, Gli-Sufu block 2, 697 NFkB inh -5, UBC13 inh 0, Jurkat NFkB inh -16, EBI2 antag -14 and CXCR6 block -9.

Random excerpt: 3 compounds from above.
For COc1ccc(OC)c(NC(=O)COC(=O)/C=C/c2c(C)nn(C3CCS(=O)(=O)C3)c2Cl)c1 (stereo unspecified) the results were CCR6 antagonist 2, APJ antagonist -10, Gli-Sufu block 3, 697 NFkB inh -54, UBC13 inh inconclusive, Jurkat NFkB inh -2, EBI2 antag 3 and CXCR6 block -3.
CN(CCC#N)C(=O)c1cc2c(s1)-c1ccccc1SC2 was read as CCR6 antagonist 8, APJ antagonist 2, Gli-Sufu block -49, 697 NFkB inh -36, UBC13 inh 19, Jurkat NFkB inh -36, EBI2 antag -1 and CXCR6 block 0.
CSc1ccc(C(C(C(=O)c2cccs2)N2CCOCC2)N2CCOCC2)cc1 (stereo unspecified) was read as CCR6 antagonist -5, APJ antagonist 6, Gli-Sufu block 3, 697 NFkB inh -10, UBC13 inh 0, Jurkat NFkB inh -40, EBI2 antag 7 and CXCR6 block 6.
